# Bioassay records from PubChem BioAssay.
# hERG rescue – compounds protecting human hERG from proarrhythmic drug block; 310,000 tested, 0.51% active; activation (rescue from dofetilide block), less the hit threshold, % at 10 µM; CHO-hERG, FluxOR thallium flux, dofetilide IC70 present; Q12809;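 active means activation above the mean of controls blocked by dofetilide plus 5 SD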;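 further: thallium influx through hERG after potassium depolarization seen as dye fluorescence rise; in these data hits start at about 4.7%; inactives centre near -7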
# Target sequence (Q12809 whole entry, looked up): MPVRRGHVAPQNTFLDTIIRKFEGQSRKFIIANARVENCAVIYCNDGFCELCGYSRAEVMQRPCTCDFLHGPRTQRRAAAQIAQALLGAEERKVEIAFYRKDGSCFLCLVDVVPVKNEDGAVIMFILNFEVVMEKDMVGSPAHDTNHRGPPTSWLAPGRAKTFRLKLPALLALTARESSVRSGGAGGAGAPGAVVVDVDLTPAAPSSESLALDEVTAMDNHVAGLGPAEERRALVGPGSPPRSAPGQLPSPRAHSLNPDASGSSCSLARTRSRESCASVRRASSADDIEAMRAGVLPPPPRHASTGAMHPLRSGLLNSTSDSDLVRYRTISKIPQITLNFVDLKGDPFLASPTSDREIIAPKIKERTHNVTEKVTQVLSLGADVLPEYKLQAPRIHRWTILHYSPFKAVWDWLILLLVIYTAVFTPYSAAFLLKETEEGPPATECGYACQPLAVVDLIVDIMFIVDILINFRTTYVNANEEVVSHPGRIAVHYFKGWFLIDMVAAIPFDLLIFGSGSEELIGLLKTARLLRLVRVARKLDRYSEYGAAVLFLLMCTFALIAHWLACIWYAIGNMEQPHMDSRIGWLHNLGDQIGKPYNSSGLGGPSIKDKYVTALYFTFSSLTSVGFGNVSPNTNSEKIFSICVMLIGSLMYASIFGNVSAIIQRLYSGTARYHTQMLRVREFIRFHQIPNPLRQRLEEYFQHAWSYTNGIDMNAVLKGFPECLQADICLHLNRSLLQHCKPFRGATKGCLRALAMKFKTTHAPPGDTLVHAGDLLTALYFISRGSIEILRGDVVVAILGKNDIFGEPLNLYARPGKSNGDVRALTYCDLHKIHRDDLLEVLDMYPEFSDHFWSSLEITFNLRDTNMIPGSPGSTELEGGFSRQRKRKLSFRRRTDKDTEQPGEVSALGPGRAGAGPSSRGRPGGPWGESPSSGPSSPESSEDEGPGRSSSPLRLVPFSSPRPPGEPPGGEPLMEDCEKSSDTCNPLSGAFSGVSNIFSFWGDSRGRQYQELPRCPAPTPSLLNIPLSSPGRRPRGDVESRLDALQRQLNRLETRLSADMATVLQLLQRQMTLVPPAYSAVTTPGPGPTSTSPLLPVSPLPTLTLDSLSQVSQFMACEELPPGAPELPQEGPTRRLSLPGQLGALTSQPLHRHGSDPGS
# ANO1 activ – activates or potentiates the mouse TMEM16A chloride channel; HEK293 TMEM16A/YFP-H148Q/I152L, iodide quench fluorescence; stronger effect = lower value; B-score at 10 µM; 340,000 tested, 0.3% active; AID 623877;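 active means fluorescence-ratio B-score plate-corrected deviation score at least 3 library SD below zero, with starting fluorescence score within 5 deviations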;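 further: channel opened by trigger with iodide after compound preincubation; score built on the fluorescence ratio of max minus min over baseline; more negative score means more quench and so TMEM16A activation or potentiation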
# RGS4 block – human RGS4 inhibition. P49798. HEK293 M3R/RGS4 inducible, Fluo-4 calcium flux; stronger effect = higher value; triggered by carbachol at its EC20. B-score at 10 µM. 310,000 tested, 0.45% active. AID 463165;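 active means B-score, a plate-corrected calcium signal, over three deviations above library mean, with baseline fluorescence within five deviations of library mean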;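 further: RGS4 expression induced by doxycycline in cells with stable M3 receptor; B-score is computed from the integrated fluorescence ratio over baseline after carbachol; higher B-score means a larger calcium signal and so more RGS4 inhibition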
# MrgX1 agonist – agonists of human MrgX1 receptor; Q96LB2; MrgX1-HEK293 cells, Fluo-4 calcium fluorescence, agonist mode; stronger effect = higher value; B-score at 10 µM; 310,000 tested, 0.44% active; AID 588627;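 active means calcium response B-score plate-corrected fluorescence ratio at least 3 library SD, with starting fluorescence B-score inside 5 SD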
#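 Material: MrgX1-expressing HEK293 cells / Dosing: compound as first of three additions / Incubation: overnight seeding, then 1 h dark dye loading / Signal: Fluo-4 NW calcium fluorescence / Evaluation: B-scored fluorescence response ratio / Benchmarks: positive and negative control wells on each plate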
# KCNK9 inh – blocks the human KCNK9 two-pore domain potassium channel. Q9NPC2. HEK293 KCNK9, FluxOR thallium flux fluorescence; stronger effect = lower value. B-score at 10 µM. 310,000 tested, 1.2% active. AID 488922;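 active means ratio B-score over 3 SD below the library mean, with starting fluorescence within 5 SD of its mean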;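 further: negative B-score means less thallium flux so channel inhibition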
# KCNQ1 act – potentiators or activators of human KCNQ1 potassium channel | P51787 | CHO-K1 KCNQ1, thallium flux FluxOR fluorescence; stronger effect = higher value | B-score at 10 µM | 310,000 tested, 0.35% active | AID 2648;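 active means fluorescence ratio B-score, a plate-corrected score, at least three library SD, with initial intensity B-score within 5 SD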
#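 assay system = KCNQ1-transfected CHO-K1 cells | medium = assay buffer with matched DMSO | probe or stimulus = depolarizing K+/Tl+ stimulus, K2SO4 and Tl2SO4 each 12.5 mM in 5x stock | dosing = single dose | incubation = dye 90 min, compound 20 min, room temperature | detection = kinetic FluxOR fluorescence, 10 s baseline plus 110 s post-stimulus | evaluation = ratio B score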
# MrgX1 PAM – human MrgX1 positive allosteric modulation, primary screen | Q96LB2 | MrgX1-HEK293, Fluo-4 calcium flux, FDSS; stronger effect = higher value | B-score at 10 µM | 310,000 tested, 0.63% active;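 active means plate-corrected calcium response at least 3 library SD above typical, normal starting fluorescence, not activating the receptor alone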;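 further: compound read alongside a low EC10 to EC30 dose of BAM8-22 agonist; peak minus trough fluorescence over baseline measured at the second addition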
# KCNK3 inh – human KCNK3 channel inhibition, primary screen; O14649; CHO-KCNK3 thallium flux, FluxOR fluorescence; stronger effect = lower value; B-score at 10 µM; 340,000 tested, 0.84% active;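 active means B-score under library mean minus 4 SD, starting fluorescence ratio at most library mean plus 5 SD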;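 further: more negative B-score means stronger inhibition of thallium flux through KCNK3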
# KCNQ1 inh – blocks the human KCNQ1 potassium channel | P51787 | CHO-K1 KCNQ1, FluxOR thallium flux fluorescence; stronger effect = higher value | B-score at 10 µM | 310,000 tested, 1.3% active | AID 2642;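 active means compounds whose thallium flux B-score, printed positive for inhibition, exceeds three library SD while starting fluorescence stays within three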;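 further: channel opened by potassium depolarization with thallium stimulus after 20 min compound exposure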
# ANO1 block – mouse TMEM16A channel inhibition, primary screen; Q8BHY3; HEK293 TMEM16A/YFP iodide influx fluorescence, ionomycin; normalized B-score (activity score, 25-100; higher = stronger inhibition) at 10 µM; 310,000 tested, 1.2% active; AID 588511;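 active means ratio plate-corrected score three or more library SD toward inhibition, starting fluorescence score within five deviations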;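 further: score derived from kinetic fluorescence span divided by baseline fluorescence per well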
# RGS4 act – potentiators or activators of RGS4 | 310,000 tested, 0.92% active | B-score at 10 µM | HEK293 M3R/inducible RGS4, carbachol calcium flux Fluo4; stronger effect = lower value;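 active means B-score of the integrated calcium signal more than 4 SD below the library mean, with starting fluorescence not abnormally high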;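 further: negative B-score means reduced calcium response which marks RGS4 activation or potentiation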
#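 Assay system: HEK293 FlpIn-TREx cells, stable M3R, doxycycline-inducible RGS4 / Probe or stimulus: carbachol, ECmax concentration / Times: overnight RGS4 induction, 30 min dye load 37 °C, 20 min compound RT / Signal: kinetic calcium fluorescence imaging with Fluo4-AM dye, 2 µM / Measure: Agonist-evoked peak-minus-minimum fluorescence over baseline, integrated ratio, B score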
# * marks the source's active call; other numbers are inactive results; i = inactive; / = no result given. Random draw from the library; 6.3% or so of the library scored in one or more.
cpd	SMILES	KCNK3 inh	MrgX1 PAM	RGS4 block	hERG rescue	MrgX1 agonist	ANO1 activ	RGS4 act	KCNQ1 act	KCNQ1 inh	ANO1 block	KCNK9 inh
1	CCC(=O)NCCc1nc2cc(NC(=O)Nc3ccccc3)ccc2n1C	i	i	i	-12	i	i	i	i	i	i	i
2	O=C(NCCc1ccccc1)C(c1cccs1)N(C(=O)c1csnn1)C1CC1 (configuration not stated)	i	i	i	-10	i	i	i	i	i	25*	i
3	COc1ccc(-c2nnn(CC(=O)N(CCCN3CCOCC3)C(C(=O)NC3CCCC3)c3ccc(C)o3)n2)cc1 (configuration not stated)	i	i	i	-3	i	i	i	i	i	i	i
4	COc1ccc(OCc2cc(C(=O)N3CCCC(O)C3)no2)c2ccccc12 (configuration not stated)	i	i	i	-11	i	i	i	i	i	i	i
5	COc1ccc(-c2nc(/C=C3\C(C)=Nc4ccccc43)c(O)o2)cc1	i	i	i	-17	i	i	i	i	i	i	i
6	CSc1nc2c(c(=O)n1-c1ccc(F)cc1)SCC2	i	i	i	2	i	i	i	i	i	i	i
7	COc1ccc(C2CC(c3cccs3)Nc3nnnn32)cc1 (configuration not stated)	i	i	i	-12	i	i	i	i	i	i	i
8	COCCn1c(SCC(=O)Nc2ccc3[nH]c(=O)[nH]c3c2)nc2ccccc2c1=O	i	i	i	-13	i	i	i	i	i	i	i
9	O=C(COC(=O)c1ccc2ncsc2c1)Nc1ncc(Cl)cc1Cl	i	i	i	-10	i	i	i	i	i	i	i
10	O=C(O)/C=C/C(=O)NCCc1ccc(Cl)cc1	i	i	i	-3	i	i	i	i	i	i	i
11	CC(=O)N1c2ccc(S(=O)(=O)N(C)CC(=O)NC3CCCC3)cc2CC1C (configuration not stated)	i	i	i	-8	i	i	i	i	i	i	i
12	CC(=O)N(C(C)=O)c1ncc2c([nH]c3ccccc32)c1C#N	i	i	i	-6	i	i	i	i	i	i	i
13	Cc1ccccc1-c1nnc(-c2ccccc2)o1	i	i	i	-4	i	i	i	i	i	i	i
14	CCC1Oc2ccccc2N(CC(=O)NCCCN2CCCCC2CC)C1=O (configuration not stated)	i	i	i	-3	i	i	i	i	i	i	i
15	COc1ccccc1C(=O)NNC(=O)c1sccc1-n1cccc1	i	i	i	0	i	i	i	i	i	i	i
16	CCCCC(O)(CCN1CCOCC1)c1ccc(Cl)cc1 (configuration not stated)	i	i	i	-6	i	i	i	i	i	i	i
17	CC(=O)c1nn(-c2cccc(C)c2)cc1C(=O)c1cccc(Br)c1	i	i	i	-8	i	i	i	i	i	i	i
18	CCCC1CCC(=NNC(=O)OC(C)(C)C)CC1 (configuration not stated)	i	i	i	-5	i	i	i	i	i	i	i
19	CCS(=O)(=O)C1=NSC2=NC(=O)/C(=C\c3cc(C)n(-c4cccc(OC)c4)c3C)C(=N)N21	i	10*	i	-18	i	i	-7*	i	8*	i	i
20	COc1ccc(-n2c(=S)[nH]c3cc(C(=O)NCCCN4CCCC4=O)ccc3c2=O)cc1OC	i	i	i	0	i	i	i	i	i	i	i
21	COc1ccc(/C=C/c2c(-c3cccc(C)c3)oc3ccc(-c4ccc5c(c4)OCO5)cc23)cc1	/	i	i	-2	i	/	i	i	i	i	i
22	COc1ccc(C2/C(=C(/O)c3ccc(Br)cc3)C(=O)C(=O)N2C)cc1OC (configuration not stated)	i	i	i	-2	i	i	i	i	i	i	i
23	CCc1ccc(NC(=O)C(=O)N/N=C(\C)CC(=O)Nc2ccc(OC)cc2)cc1	i	i	i	-11	i	i	i	i	i	i	i
24	COc1ccc(CCC(C)NCC2CCCCC2)cc1 (configuration not stated)	i	i	i	-6	i	i	i	i	i	i	i
25	O=C1COC(c2ccccc2)=CN1Cc1ccccc1	i	i	i	-7	i	i	i	i	i	i	i
26	Cc1[nH]c2ccc(C(=O)NCC(C)(C)N3CCOCC3)cc2c1C	i	i	i	-6	i	i	i	i	i	i	i
27	CCOC(=O)c1[nH]nc(N)c1NC(=O)c1ccc(Cl)cc1Cl	i	i	i	-10	i	i	i	i	i	i	i
28	O=C(COC(=O)c1cc(S(=O)(=O)N2CCCCC2)ccc1N1CCOCC1)NC1CCCCC1	i	i	i	-11	i	i	i	i	i	i	i
29	O=C(NCc1ccccn1)C(C(=O)c1cccc([N+](=O)[O-])c1)n1cc(Cl)ccc1=O (configuration not stated)	i	i	i	-10	i	i	i	i	i	i	i
30	CN1CCN(c2nc3cc(C(F)(F)F)ccc3n3cccc23)CC1	i	i	i	-13	i	i	i	i	i	i	i
31	Cn1c(=O)[nH]c(=O)c2c1nc(N1CCc3ccccc3C1)n2CCSc1nc2ccccc2s1	i	i	i	-21	i	i	i	i	i	i	i
32	O=C(Nc1ccc(F)cc1F)C1CCCN(c2ncnc3c2nc2n3CCCCC2)C1 (configuration not stated)	i	i	i	-16	i	i	i	i	i	i	i
33	Cc1cccc(N2CCN(S(=O)(=O)c3c(C)nc4scc(C)n4c3=O)CC2)c1C	i	i	i	-9	i	i	i	i	i	i	i
34	OCCOCCOCCn1c2ccccc2c2ccccc21	i	i	i	-15	i	i	i	i	i	i	i
35	COc1ccc(COc2ccc(C3C(S(=O)(=O)c4ccccc4)CON3C)cc2OC)cc1 (configuration not stated)	i	i	i	-7	i	i	i	i	i	i	i
36	O=[N+]([O-])c1cc(-c2ccc(C(=S)N3CCOCC3)o2)ccc1Cl	i	i	i	0	i	i	i	i	i	i	i
37	O=C(O)CC(NC(=O)c1ccc2c(c1)OCO2)c1cccc([N+](=O)[O-])c1 (configuration not stated)	i	i	i	-4	i	i	i	i	i	i	i
38	O=C(O)CC1NC(=O)N(C2CCCCC2)C1=O (configuration not stated)	i	i	i	-11	i	i	i	i	i	i	i
39	O=C(COc1ccccc1[N+](=O)[O-])OC1CCS(=O)(=O)C1 (configuration not stated)	i	i	i	-8	i	i	i	i	i	i	i
40	COc1ccc(N(C)C(=O)c2oc(=O)c3ccccc3c2-c2ccc(C)cc2)c(OC)c1	i	i	i	-16	i	i	i	i	i	i	i
41	CCOC(=O)C1=C(N)OC2=C(C(=O)CC(C)(C)C2)C1c1ccc(C)s1 (configuration not stated)	i	i	i	-16	i	i	i	i	i	i	i
42	COc1ccc(OC)c(CCNC(=O)c2ccc(CS(=O)Cc3cccc(Cl)c3)o2)c1 (configuration not stated)	i	i	i	-5	i	i	i	i	i	i	i
43	CCOC(=O)c1c(N)sc(C(=O)N2CCCCCC2)c1C	i	i	i	-5	i	i	i	i	i	i	i
44	Cc1cc([N+](=O)[O-])nn1CC(=O)Nc1nccs1	i	i	i	-8	i	i	i	i	i	i	i
45	CCC1(O)c2ccccc2-c2ncccc21 (configuration not stated)	i	i	i	-3	i	i	i	i	i	i	i
46	O=c1oc2ccccc2c(O)c1Cc1cc(Cl)c2cccnc2c1O	i	i	i	-5	i	i	i	i	i	i	i
47	Cc1ccc(CSCC(=O)N(C)CC(=O)Nc2cccc(F)c2)cc1	i	i	i	-16	i	i	i	i	i	i	i
48	COCCn1c(C)cc(C2=NNC(=Nc3ccc(Cl)cc3Cl)SC2)c1C	i	i	i	-12	i	i	i	i	i	i	i
49	COCCCNC(=O)CCSc1ccc(Cl)cc1	i	i	i	-14	i	i	i	i	i	i	i
50	CCOc1ccccc1NC(=S)NCCc1ccccc1	i	i	i	-15	i	-5.2*	i	i	i	i	i
51	O=Nc1c(-c2cccc([N+](=O)[O-])c2)nc2ncccn12	/	i	6.2*	-12	i	/	i	i	i	i	i
52	Cc1ccc(C2Nc3ccccc3C(=O)N2CCN2CCNC2=O)cc1 (configuration not stated)	i	i	i	-7	i	i	i	i	i	i	i
53	Cc1cc(C)nc(NC(=O)CCC2CCCC2)c1	i	i	i	-12	i	i	i	i	i	i	i
54	O=C(Nc1ccc(Cl)cc1C(F)(F)F)c1ccc(Cl)cc1	i	i	i	-2	i	/	i	i	i	i	i
55	CCCCn1cnc2c1c(=O)n(CC(=O)c1cc(C)n(C)c1C)c(=O)n2CC(C)C	i	i	i	-5	i	i	i	i	i	i	i
56	Cc1cccc(N2CCN(S(=O)(=O)c3c(C)[nH]c(C)c3C(=O)N3CCCC3)CC2C)c1 (configuration not stated)	i	i	i	-8	i	i	i	i	i	i	i

# Next part
cpd	SMILES	KCNK3 inh	MrgX1 PAM	RGS4 block	hERG rescue	MrgX1 agonist	ANO1 activ	RGS4 act	KCNQ1 act	KCNQ1 inh	ANO1 block	KCNK9 inh
57	Cc1ccc(S(=O)(=O)N2C(=O)CCC2C(=O)Nc2ccc3c(c2)OCCO3)cc1 (configuration not stated)	i	i	i	-10	i	i	i	i	i	i	i
58	NC(=O)c1c(NC(=O)c2cccnc2Cl)sc2c1CCCC2	i	i	i	-8	i	i	i	i	i	i	i
59	O=C(CN1CCCCC1)N1CCN(S(=O)(=O)c2ccccc2)C1	i	i	i	-7	i	i	i	i	i	i	i
60	Cc1cc(C)nc(SCc2cc(=O)c(OC(=O)c3ccc(Br)o3)co2)n1	i	i	i	-7	i	i	i	i	i	i	i
61	C[C@H](NC(=O)N1CCn2c1nc1ccccc12)C(=O)N1CCCCC1	i	i	i	-3	i	i	i	i	i	i	i
62	COc1ccc(C)cc1NC(=O)C1CCCN(S(=O)(=O)c2ccc(-n3cnnn3)cc2)C1 (configuration not stated)	i	i	i	-5	i	i	i	i	i	i	i
63	Cc1ccnc(NC(=O)COc2ccc(Cl)cc2)n1	i	i	i	-12	i	i	i	i	i	i	i
64	CCOC(=O)C1(Cc2cccc(F)c2)CCN(Cc2cnc(C)s2)CC1	i	i	i	-7	i	i	i	i	i	i	i
